Screening data (PubChem)
M5 antag – CHRM5 antagonism in calcium assay; AID 624040; CHO-hM5 cells, Fluo-8 calcium fluorescence, ACh EC80; hit rate 0.59% among 360,000; inhibition, % at 3 µM; P08912;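 active means inhibition above a per-plate cutoff, the mean of that plate's test compounds plus 3 SD, cut at about 27% in these data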;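 further: 0% = acetylcholine EC80 with DMSO and 100% = DMSO without agonist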
Target sequence (P08912 whole entry, looked up): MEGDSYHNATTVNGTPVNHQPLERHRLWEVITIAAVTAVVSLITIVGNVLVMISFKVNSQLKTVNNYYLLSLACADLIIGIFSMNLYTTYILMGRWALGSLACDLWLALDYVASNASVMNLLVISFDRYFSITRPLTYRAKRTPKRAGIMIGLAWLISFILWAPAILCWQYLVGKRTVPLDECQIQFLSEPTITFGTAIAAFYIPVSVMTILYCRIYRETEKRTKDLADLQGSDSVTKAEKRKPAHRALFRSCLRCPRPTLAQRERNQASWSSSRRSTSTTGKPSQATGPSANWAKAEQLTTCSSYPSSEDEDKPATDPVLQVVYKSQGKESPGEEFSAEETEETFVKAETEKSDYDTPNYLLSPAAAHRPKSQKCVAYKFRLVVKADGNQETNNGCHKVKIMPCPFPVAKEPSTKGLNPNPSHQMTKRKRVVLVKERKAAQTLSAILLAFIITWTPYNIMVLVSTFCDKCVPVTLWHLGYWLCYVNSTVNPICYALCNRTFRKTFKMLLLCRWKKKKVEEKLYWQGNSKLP
CRFBP-R2 agonist – CRF-BP/CRF-R2 complex agonism; HEK293 CRF-R2/CRF-BP, calcium dye fluorescence (FLIPR); percent of saturating CRF peptide response; activation, % at 13.2 µM; hit rate 0.46% among 350,000;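 active means activation of at least 50%, plus an integration ratio under a set limit after plate pattern correction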;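 further: plate controls were neutral control wells without compound for no effect and CRF at EC100 for full effect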
CHRM4 PAM – positive allosteric modulators of human muscarinic M4 receptor; hit rate 0.4% among 360,000; AID 624126; activation, % at 3 µM; CHO-K1 hM4/Gqi5, Fluo-8 calcium fluorescence, ACh EC20; 0% = ACh EC20, 100% = maximal ACh; P08173;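 active means activation above its plate's cutoff, the mean activation of sample wells plus 3 SD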; further: some results filed as inactive read as strong as hits
Target sequence (P08173 whole entry, looked up): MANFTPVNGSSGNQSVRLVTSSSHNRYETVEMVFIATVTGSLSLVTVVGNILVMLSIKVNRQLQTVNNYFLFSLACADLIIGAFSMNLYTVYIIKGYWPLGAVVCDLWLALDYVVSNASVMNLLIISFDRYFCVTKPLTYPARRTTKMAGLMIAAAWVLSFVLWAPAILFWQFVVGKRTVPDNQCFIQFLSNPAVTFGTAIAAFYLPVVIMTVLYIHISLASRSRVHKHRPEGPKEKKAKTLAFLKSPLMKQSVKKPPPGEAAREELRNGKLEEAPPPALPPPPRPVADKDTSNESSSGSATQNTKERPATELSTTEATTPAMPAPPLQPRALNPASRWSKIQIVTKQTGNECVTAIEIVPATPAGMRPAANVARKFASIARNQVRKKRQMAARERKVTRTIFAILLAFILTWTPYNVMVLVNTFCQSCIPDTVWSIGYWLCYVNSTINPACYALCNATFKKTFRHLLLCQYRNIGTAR
TAAR1 antagonist – human TAAR1 antagonism; Q96RJ0; CHO RD-HGA16 TAAR1, Fluo-8 calcium fluorescence, antagonist; inhibition, % at 3 µM; hit rate 1.5% among 360,000;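 active means inhibition above a per-plate cutoff, the mean inhibition of test compounds on that plate plus 3 SD, cut at about 49% in these data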;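 further: 0% = DMSO plus EC80 beta-PEA response and 100% = DMSO alone without agonist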
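Assay system: RD-HGA16 CHO cells with stable hTAAR1 and Gα16 / Reagent: EC80 β-phenethylamine stimulus / Doses: 3 µM, single point / Timing: dye loading 75 min at 37 °C, then 30 min room temperature / Measured by: Fluo-8 intracellular calcium dye fluorescence, real-time kinetic reads / Controls: vehicle wells and EC80 agonist wells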
M1 PAM parental – nonselective activator or artifact in parental CHO-K1 calcium assay; ATP EC20, Fluo-8 calcium fluorescence; 0% at ATP EC20, 100% at ATP max; activation, % at 3 µM; hit rate 0.02% among 360,000; AID 602247;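 active means activation above the run cutoff, the mean activation of all test compounds plus 3 SD, cut at about 40% in these data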;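 further: peak over basal fluorescence ratio in a 140 s read after ATP addition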
CRFR2-BP antag – blocks CRF-induced signaling of the CRF-BP/CRF-R2 complex; HEK293 CRF-R2/CRF-BP, CRF-induced calcium fluorescence; AID 588475; inhibition, % at 11.8 µM; hit rate 0.59% among 350,000;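 active means inhibition of the ligand-induced calcium signal above about 50% at the single tested concentration, limit read from the data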
M5 PAM – positive allosteric modulators of human muscarinic M5 receptor; CHO-K1 hM5, Fluo-8 calcium, ACh EC20 PAM; 0% = ACh EC20, 100% = ACh EC100; activation, % at 3 µM; hit rate 0.3% among 360,000; AID 624038;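 active means activation above the run cutoff, the mean activation of all test compounds plus 3 SD, cut at about 18% in these data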
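Replicates: One well per compound, no replicates | System: Human M5 receptor in CHO-K1 cells | Benchmarks: Low control EC20 acetylcholine (0%), high control EC100 acetylcholine (100%) | Probe or stimulus: Acetylcholine, EC20 level | Times: Fluo-8 loading 80 min at 37 °C plus 30 min room temperature | Signal: Intracellular calcium via Fluo-8 fluorescence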
M5 ag – CHRM5 agonism in calcium assay | activation, % at 3 µM | CHO-K1 hM5 cells, Fluo-8 calcium fluorescence; 0% DMSO wells, 100% maximal acetylcholine response | AID 624037 | hit rate 0.19% among 360,000;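 active means activation above the run's mean over test compounds plus 3 SD, cut at about 23% in these data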;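 further: signal is peak over basal fluorescence ratio across the kinetic read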
TAAR1 ag – human TAAR1 agonism. CHO RD-HGA16 TAAR1, Fluo-8 calcium fluorescence; vehicle wells 0%, saturating PEA agonist 100%. activation, % at 3 µM. hit rate 0.99% among 360,000. Q96RJ0. AID 624467;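 active means activation above the mean activation of all test compounds in the run plus 3 SD, cut at about 38% in these data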
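Assay system – CHO-derived RD-HGA16 cells with stable Gα16 and human TAAR1 · Compound dosing – one-point dosing at 3 µM (nominal) · Incubation – 17-24 h seeding, 75 min 37 °C dye, 30 min RT · Measured by – kinetic Fluo-8 calcium fluorescence · Control set – DMSO vehicle as 0%, PEA at EC100 as 100% · Repeats – single well for each compound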
An asterisk follows results filed as active; . = not tested or not shown.

Start of the listing, in advance, 2 compounds:
SMILES | M5 antag | CRFBP-R2 agonist | CHRM4 PAM | TAAR1 antagonist | M1 PAM parental | CRFR2-BP antag | M5 PAM | M5 ag | TAAR1 ag
COC(=O)c1cc(S(=O)(=O)NCc2ccc(F)cc2)cn1C | -3 | -0.6 | 5 | 9 | 14 | 32 | -3 | 1 | 1
Cc1ccc(-c2ccc(=O)n(CC(=O)NCC3COCCO3)n2)cc1 (stereo not given) | 5 | 3.3 | -6 | -9 | -16 | -9 | -2 | -3 | -1

Main list (from the top)
SMILES | M5 antag | CRFBP-R2 agonist | CHRM4 PAM | TAAR1 antagonist | M1 PAM parental | CRFR2-BP antag | M5 PAM | M5 ag | TAAR1 ag
COC(=O)c1cc(S(=O)(=O)NCc2ccc(F)cc2)cn1C | -3 | -0.6 | 5 | 9 | 14 | 32 | -3 | 1 | 1
Cc1ccc(-c2ccc(=O)n(CC(=O)NCC3COCCO3)n2)cc1 (stereo not given) | 5 | 3.3 | -6 | -9 | -16 | -9 | -2 | -3 | -1
COc1ccc(Cc2c(-c3ccccc3)nc3c4ccccc4ccn23)c(C)c1 | 10 | . | -2 | -16 | 0 | . | 0 | -2 | 1
Cc1cc(NC(=O)CSc2nnc(-c3ccccc3Cl)o2)no1 | 6 | -0.7 | 3 | 2 | 11 | -4 | 0 | -2 | 8
O=C(Oc1ccc(/C=N/O)cc1)c1ccccc1Cl | -9 | -5.6 | -1 | 3 | 4 | 6 | 7 | -4 | 10
CN(C(=O)c1cccc(NC(=O)Cc2cccc(NC(=O)C3CCN(S(=O)(=O)c4cccc([N+](=O)[O-])c4)CC3)c2)c1)C1CC1 | -7 | 4.4 | 4 | -7 | -2 | -10 | 0 | -2 | 0
O=C(Cc1ccsc1)N1CCN(S(=O)(=O)c2cccc(F)c2)CC1 | 4 | -1.3 | 4 | 8 | -16 | -3 | -6 | 0 | 0
Cc1noc(N)c1C(=O)Nc1ccc(F)cc1 | -2 | 1.8 | -1 | -1 | 16 | 17 | -2 | -3 | 7
O=c1nc2ccccn2c2ccc(S(=O)(=O)N3CCCCC3)cc12 | 0 | -0.5 | -1 | 0 | 5 | 2 | 5 | -3 | 6
CC(C)CNc1nc(N)c([N+](=O)[O-])c(NCC2CCCO2)n1 (stereo not given) | -6 | -1.8 | 35* | -10 | 26 | -22 | 11 | -1 | 4
CC(=O)c1cccc(-c2ccnc3c2CC(C(=O)NCc2ccc(N4CCN(C)CC4)cc2)O3)c1 (stereo not given) | -2 | . | -3 | -11 | 15 | . | -3 | -1 | 0
Cc1ccc(SCC(=O)N/N=C/c2ccco2)cc1 | -1 | -0.9 | -2 | 5 | -17 | 5 | -3 | -5 | 3
N#Cc1nc(-c2ccc(OCc3ccc(Cl)cc3)cc2)oc1NCc1cccnc1 | 4 | -1.7 | 6 | 3 | 7 | 17 | -5 | -2 | 4
CC(C)CCn1cnc2c(NCc3ccccc3)ncnc21 | -3 | -0.5 | 12 | 8 | 19 | -16 | -6 | 3 | 13
CC(C)N(Cc1nc(-c2ccccc2)no1)C(=O)CSc1ccccc1 | -6 | 6.8 | 2 | 12 | 16 | -50 | -3 | -2 | 16
O=C(Nc1cccc(O)c1)C1CC(c2ccc(Cl)cc2)=NO1 (stereo not given) | 11 | -0.8 | -1 | -9 | -24 | 8 | -6 | 0 | 0
Cc1ccccc1NC(=O)CCC(=O)N/N=C/c1cccnc1 | 12 | 1.0 | 5 | -11 | 15 | 12 | -4 | -4 | 1
Cc1ccc(NC(=O)CN(C)C(=O)c2cn(Cc3ccccc3)nc2-c2cccnc2)cc1 | 3 | -0.2 | -2 | -6 | 17 | -2 | 1 | -2 | 4
O=C1CC(C2CCCO2)C(=O)N1Cc1ccccc1 (stereo not given) | 1 | 1.5 | 8 | -16 | 3 | -15 | 2 | -5 | 2
C=CCOc1nc2c(c(=O)n(C)c(=O)n2C)n1C | -4 | -2.0 | -2 | 5 | 2 | 18 | 3 | 1 | 3

Full records, quoted from the list:
Record of Cc1noc(N)c1C(=O)Nc1ccc(F)cc1 → M5 antag = -2; CRFBP-R2 agonist = 1.8; CHRM4 PAM = -1; TAAR1 antagonist = -1; M1 PAM parental = 16; CRFR2-BP antag = 17; M5 PAM = -2; M5 ag = -3; TAAR1 ag = 7
Record of C=CCOc1nc2c(c(=O)n(C)c(=O)n2C)n1C → M5 antag = -4; CRFBP-R2 agonist = -2.0; CHRM4 PAM = -2; TAAR1 antagonist = 5; M1 PAM parental = 2; CRFR2-BP antag = 18; M5 PAM = 3; M5 ag = 1; TAAR1 ag = 3

The list continues:
SMILES | M5 antag | CRFBP-R2 agonist | CHRM4 PAM | TAAR1 antagonist | M1 PAM parental | CRFR2-BP antag | M5 PAM | M5 ag | TAAR1 ag
CCN1CCN(c2ccc(S(=O)(=O)N3CCCCC3)cc2NC(=O)Cc2ccc(OC)cc2)CC1 | 13 | -5.0 | -7 | -10 | -14 | -35 | -7 | -7 | 18
CCCN1CCN(CCCNC(=O)C2CCN(c3nnc(-n4c(C)ccc4C)s3)CC2)CC1 | 13 | 2.3 | 5 | -12 | -3 | -12 | -1 | -4 | 2
COc1cc(CC(=O)OCC(=O)NCc2ccco2)cc(OC)c1OC | 14 | 0.2 | 2 | -28 | 5 | -20 | -2 | 0 | 20
Cc1ccc(NC(=S)NNC(=S)Nc2ccc(C)cc2C)cc1 | 3 | -1.8 | 4 | -35 | -14 | -27 | -2 | -4 | 7
CC(=NOC(=O)c1ccc(I)cc1)c1nccs1 | 5 | . | 3 | 0 | 0 | . | 4 | 0 | 1
COc1ccccc1NC(=O)N1CCC(c2nc3ccccc3o2)CC1 | 0 | 1.9 | 0 | 7 | -7 | 11 | 9 | -3 | 0
O=C(c1ccccc1)c1coc2ccc(O)c(CN3CCOCC3)c12 | -6 | -0.3 | -2 | -1 | 6 | -11 | -1 | -5 | 1
CCn1c(S(=O)(=O)O)nc2ccccc21 | -1 | 1.0 | 9 | -27 | 21 | 4 | 4 | -1 | 0
Nc1ncnc2c1ncn2[C@@H]1O[C@H](C(=O)NCC2CCN(Cc3ccccc3)CC2)[C@@H](O)[C@H]1O | -2 | . | -7 | 1 | 8 | . | 9 | 0 | 0
Cc1n[nH]c(=O)nc1NCc1ccco1 | -3 | -1.1 | 4 | -12 | 9 | 8 | 7 | 1 | 8
COc1cc2[nH]c(=O)n(Cc3ccc(C(=O)NCCCN4CCN(C)CC4)cc3)c(=O)c2cc1OC | 5 | -1.0 | 2 | 1 | 19 | 16 | 4 | -1 | 7
CC1(CCc2ccc3c(c2)OCO3)NC(=O)c2ccccc2N1 (stereo not given) | 2 | -0.1 | -4 | 2 | 22 | 30 | 0 | -3 | 2
O=C(Nc1ccc(C#Cc2ccccc2)cc1)C1CC1 | -4 | 4.9 | 7 | -1 | 17 | 24 | 1 | 4 | 2
O=C(c1cc(C2CC2)on1)N1CCN(C(c2ccccc2)c2ccccc2)CC1 | -2 | 0.0 | -10 | -53 | 3 | 8 | 0 | -4 | -1
Cc1ccccc1CN1C(=O)c2ccccc2C1c1nnnn1C(C)C (stereo not given) | -1 | . | 17 | 5 | 14 | . | 2 | -3 | 1
COc1cc(C(=O)NCc2ccc(-c3nc4ccccc4o3)cc2)cc(OC)c1OC | -10 | 1.1 | 13 | -10 | -5 | -21 | 2 | -4 | -1
N/C(Cc1cccc2ccccc12)=N\OC(=O)Cc1cccs1 | 3 | -0.4 | -3 | 26 | 16 | 16 | -1 | -2 | 61*
Cc1ccc2c(c1)N(C(=O)CCC(=O)NCc1ccccc1)CC(C)O2 (stereo not given) | 0 | -1.1 | 0 | -30 | 8 | 22 | 2 | 0 | 4
NS(=O)(=O)c1cccc(NC(=O)CSc2nnc(C3CC3)n2-c2ccccc2)c1 | 10 | -1.5 | 2 | -17 | 3 | 1 | -2 | 1 | 2
COc1ccc2c(c1)CC/C2=N\OC(=O)c1ccccc1OC | 4 | 0.5 | 3 | 8 | 20 | -12 | -8 | -4 | -2
CC(C(=O)OCC(=O)Nc1ccc2c(c1)OCO2)N1C(=O)c2ccccc2C1=O (stereo not given) | 3 | 2.4 | -5 | 6 | 9 | -1 | -4 | 4 | 26
Cc1cnc(NC(=O)c2ccc(OCC3CCCO3)cc2)s1 (stereo not given) | 2 | 2.5 | 3 | -2 | 11 | -31 | 6 | 1 | 2
CCOC(=O)C1=C(O)/C(=C/c2cc(OC)c(O)c(OC)c2)SC1=Nc1ccc(OC)cc1 | 10 | 20 | -1 | 36 | 5 | 9 | -7 | 1 | 17
COCC(=O)N(C)CC1CCCN(CCc2ccccc2OC)C1 (stereo not given) | 5 | 0.0 | 5 | -24 | 18 | 6 | 4 | -7 | 9
CCOC(=O)CN1C(=O)CCSc2ccc(Cl)cc21 | 7 | 0.5 | -6 | 3 | 21 | -22 | -2 | -2 | 3
COCCNC(=S)N/N=C(\C)c1ccccc1F | 3 | 0.6 | -1 | 9 | 5 | 3 | 0 | 1 | 11
COc1ccc(NC(=O)C(OC(=O)c2ccc([N+](=O)[O-])o2)c2ccccc2)cc1Cl (stereo not given) | -2 | -1.2 | -2 | -2 | -11 | 7 | -3 | -2 | 3
O=C(NCCCn1ccnc1)C1CC(c2cccc(Br)c2)=NO1 (stereo not given) | 7 | -1.0 | 0 | -17 | 29 | 17 | -1 | -2 | 0
COc1ccc(Nc2cc(C)nc3ccc(OC)cc23)cc1 | 7 | -1.7 | 5 | -2 | 0 | 4 | 2 | -2 | 1
COc1cc(C#N)ccc1OCC(=O)Nc1ccc(C)c(S(=O)(=O)N2CCOCC2)c1 | -4 | -0.2 | -4 | 1 | -10 | -2 | 2 | 4 | 6
Cc1cccc2cc(C#N)c(SCC(=O)N3CC(=O)Nc4ccccc43)nc12 | -5 | 1.6 | 1 | 13 | 3 | -9 | -10 | -3 | 5
CC(=O)C1=C(O)C(=O)N(Cc2ccco2)C1c1ccc(F)cc1 (stereo not given) | 1 | 0.8 | 13 | -6 | 20 | 17 | -1 | 1 | 1
COC(C[C@H]1O[C@@H]1[C@@H](O)COCc1ccccc1)OC | 10 | 4.8 | 10 | -5 | 14 | -18 | 10 | -2 | 1
O=C(Nc1ccc(-c2csc(Nc3cccc(C(F)(F)F)c3)n2)cc1)c1ccccc1 | 1 | 0.1 | 3 | 15 | -12 | -4 | 1 | -4 | 0
Cc1cc(C)c2nc(-c3ccccn3)cc(C(=O)NCc3cc(C)n(C)n3)c2c1 | -3 | -2.7 | -11 | -6 | 2 | 4 | -1 | 0 | 5
CC(=O)Nc1ccccc1OCC(=O)NCCc1ccc(Cl)cc1Cl | 3 | -1.1 | 4 | -3 | 14 | -20 | -6 | 5 | 7
Cc1ccc(S(=O)(=O)Nc2nc3n(n2)C(c2ccc(Cl)cc2)CC(=O)N3)cc1 (stereo not given) | -6 | 0.1 | 14 | -4 | 18 | 9 | 5 | -3 | 3
